Compound activity: PubChem, several laboratories
KCC2 mod: KCC2 cotransporter modulators, thallium flux, primary screen, cell-based, HEK293 KCC2, FluoZin-2 fluorescence, MLSMR; KCC2 cells, thallium flux FluoZin-2 fluorescence; B-score of Tl+ flux slope (higher = more flux/activation; lower = inhibition) at 10 µM; 190,000 compounds, 2.2% hits; AID 1456, 2008;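 active = thallium flux slope and its plate-corrected score both differing from the plate sample mean at a set confidence after two filtering rounds, in either direction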;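 note: slope of fluorescence scaled to starting intensity during 10 to 20 s after thallium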
Hck-Nef inh: inhibitors of Nef-activated human Hck kinase, primary screen, biochemical, Z-Lyte FRET, 384-well, Hck-YEEI; Tyrosine-protein kinase HCK (Homo sapiens), P08631; Recombinant Hck-YEEI plus Nef, Z-Lyte FRET kinase assay; inhibition, % at 20 µM; 220,000 compounds, 0.68% hits;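 active = Hck-Nef kinase inhibition above about 50%, limit read from the data; inactive = inhibition below that limit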;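 note: 0% = DMSO with Hck plus Nef and 100% = Hck alone without Nef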
Target sequence (P08631 whole entry, looked up): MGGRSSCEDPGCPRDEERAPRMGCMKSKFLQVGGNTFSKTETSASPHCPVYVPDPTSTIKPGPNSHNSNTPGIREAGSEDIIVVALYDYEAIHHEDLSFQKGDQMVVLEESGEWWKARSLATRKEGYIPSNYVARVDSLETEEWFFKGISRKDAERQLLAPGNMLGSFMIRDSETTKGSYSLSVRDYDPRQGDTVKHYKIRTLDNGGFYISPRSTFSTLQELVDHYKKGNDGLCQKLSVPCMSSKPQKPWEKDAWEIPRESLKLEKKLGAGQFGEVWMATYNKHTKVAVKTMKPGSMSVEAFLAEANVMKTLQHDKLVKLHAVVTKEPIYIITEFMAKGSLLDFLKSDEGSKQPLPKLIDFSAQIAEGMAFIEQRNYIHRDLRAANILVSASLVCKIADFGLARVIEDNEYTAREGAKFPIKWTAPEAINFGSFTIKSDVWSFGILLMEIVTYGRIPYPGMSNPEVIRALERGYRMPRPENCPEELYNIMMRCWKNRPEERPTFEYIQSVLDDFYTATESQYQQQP
Thrombin inh: human alpha-thrombin inhibitors, primary screen, counter-screen for coagulation protease inhibitor project, biochemical, 1536-well, fluorogenic AMC substrate; Boc-VPR-AMC fluorogenic substrate cleavage; 220,000 compounds, 0.26% hits; inhibition, % at 5 µM; Prothrombin (Homo sapiens), P00734;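 active = inhibition at or above 40%; inactive = inhibition below 40%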;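 note: 0% = enzyme with no compound and 100% = wells without enzyme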
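Test system: human alpha-thrombin; medium: pH 7.5 Tris-saline with Tween 20; times: reaction at room temperature; signal: AMC fluorescence at 355 nm excitation and 460 nm emission; also added: Boc-VPR-AMC substrate, 15 µM final; dosing: one concentration per compound, 5 µM, with 0.2% DMSO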
FXIa inh 1536: human FXIa protease inhibitors, primary screen, biochemical, 1536-well; Coagulation factor XI (Homo sapiens), P03951; purified FXIa, Boc-Glu-Ala-Arg-AMC fluorogenic substrate; inhibition, % at 5 µM; 220,000 compounds, 0.14% hits; AID 798, 2007;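 active = inhibition of at least 40%; inactive = inhibition below 40%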;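 note: fluorescence of freed AMC excited at 355 nm; 0% = enzyme without compound and 100% = no enzyme blank; many of its hits are not listed in these tables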
TNF death inh: inhibitors of TNF-alpha triggered necroptosis, primary screen, cell-based, Jurkat FADD-/-, single concentration; Jurkat FADD-/- TNF necroptosis rescue, ATP luminescence, 24 h; 0 = TNF only, 100 = no-TNF cells; activation (protection from cell death), % at 10 µM; 220,000 compounds, 0.068% hits; AID 463075, 2010;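 active = activation, meaning protection from cell death, of at least 50% relative to plate controls; inactive = activation below 50%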;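 note: necroptosis triggered by 40 ng/mL TNF-alpha added together with compound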
FXIIa inh: human FXIIa protease inhibitors, primary screen, biochemical, 1536-well. inhibition, % at 5 µM. Coagulation factor XII (Homo sapiens), P00748. purified FXIIa, Boc-QGR-AMC fluorogenic substrate, 2 h. 220,000 compounds, 0.3% hits; in the data active = inhibition above about 40%;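 note: 0% = enzyme with no compound and 100% = blank without enzyme; many of its hits are not listed in these tables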
L929 necroptosis: inhibitors of zVAD-triggered necroptosis, primary screen, L929 cells. L929 zVAD necroptosis rescue, ATP luminescence, 24 h; with zVAD 60 µM. viability rescue, % at 10 µM. 220,000 compounds, 0.38% hits. AID 1377, 2008;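 active = activation, scaled between plate controls, above about 75%, limit read from the data; inactive = activation under that limit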;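 note: 0% = zVAD with DMSO and 100% = DMSO alone without zVAD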
Rad51 HR inh: human RAD51 strand exchange inhibitors, primary screen, biochemical, fluorescence; hRad51 DNA strand exchange, fluorescence dequenching; 200,000 compounds, 0.085% hits; DNA repair protein RAD51 homolog 1 (Homo sapiens), Q06609; AID 1385, 2008; inhibition, % at 10 µM;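 active = inhibition above 40% at the single screening dose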;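 note: 0% = DMSO control wells and 100% = blanks with heterologous ssDNA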
Target sequence (Q06609 whole entry, looked up): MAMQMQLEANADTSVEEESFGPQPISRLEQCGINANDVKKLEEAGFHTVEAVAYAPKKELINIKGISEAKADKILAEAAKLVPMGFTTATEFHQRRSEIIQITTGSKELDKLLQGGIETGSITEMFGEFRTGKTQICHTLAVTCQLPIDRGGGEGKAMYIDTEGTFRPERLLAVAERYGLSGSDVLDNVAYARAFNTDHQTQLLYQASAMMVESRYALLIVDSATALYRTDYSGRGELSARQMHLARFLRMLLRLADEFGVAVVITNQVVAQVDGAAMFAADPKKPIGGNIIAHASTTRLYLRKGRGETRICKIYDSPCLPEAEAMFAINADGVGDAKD
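material = hRad51 filaments on single-stranded DNA | timing = filaments 15 min 37 °C, then compound 30 min | signal = FRET fluorescence dequenching, excitation 485 nm, emission 520 nm | benchmarks = control wells and blank wells on each plate | evaluation = percent inhibition relative to plate controls and blanks | compound = 10 µM final, single point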
KLK5 inh: human KLK5 protease inhibitors, primary screen, biochemical, 1536-well; 210,000 compounds, 0.59% hits; inhibition, % at 5 µM; recombinant hK5, fluorogenic AMC substrate cleavage;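 active = inhibition of 40% or more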;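 note: 0% = enzyme controls without compound and 100% = no-enzyme blanks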
Target sequence (Q9Y337 67-293 limits assumed): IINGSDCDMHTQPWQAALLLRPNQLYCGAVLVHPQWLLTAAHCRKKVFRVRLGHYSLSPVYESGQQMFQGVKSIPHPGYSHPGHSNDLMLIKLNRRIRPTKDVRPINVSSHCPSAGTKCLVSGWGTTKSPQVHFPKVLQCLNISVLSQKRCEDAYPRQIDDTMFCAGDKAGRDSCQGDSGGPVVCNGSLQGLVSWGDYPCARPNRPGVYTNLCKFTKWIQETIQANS
An asterisk follows results filed as active; x = no result given. Some of the compounds tested; count on the stated rates, not on these rows.

| compound | KCC2 mod | Hck-Nef inh | Thrombin inh | FXIa inh 1536 | TNF death inh | FXIIa inh | L929 necroptosis | Rad51 HR inh | KLK5 inh |
| --- | --- | --- | --- | --- | --- | --- | --- | --- | --- |
| C=COCCNC(=O)Nc1ccc(Cl)c(Cl)c1 | -0.44 | 1 | 7 | 9 | 4.0 | 16 | 0.1 | 3 | 6 |
| O=C1CC(Cc2ccccc2)C(=O)N1CCc1ccc2c(c1)OCO2 (stereo not drawn) | -1.8 | 1 | -9 | -9 | 5.2 | -10 | -0.1 | 4 | -5 |
| Nc1nc(NCC2CCCO2)nc(Nc2ccccc2)c1[N+](=O)[O-] (stereo not drawn) | -0.62 | 14 | -2 | 9 | 1.9 | 6 | 0.5 | 8 | -7 |
| CCOC(=O)CC(=O)CSc1ncnc2c1oc1ccccc12 | -0.95 | 2 | -7 | -8 | -4.0 | 21 | 0.1 | x | -15 |
| CCOc1ncccc1C(=O)OCC(=O)Nc1cc(S(=O)(=O)N(CC)CC)ccc1C | -1.5 | 22 | -12 | -2 | 0.9 | 4 | 1.9 | 5 | 5 |
| O=C(N/N=C/c1cccs1)c1cncc(Br)c1 | 2.2 | 21 | -1 | -1 | 1.2 | 6 | -0.4 | 5 | -2 |
| S=c1[nH]ncn1/N=C/c1ccc(N2CCOCC2)cc1 | 0.65 | 1 | 1 | -5 | 0.5 | 4 | -0.4 | 3 | 2 |
| Cc1cc(NC(=O)c2ccc(Br)c([N+](=O)[O-])c2)no1 | -0.93 | 19 | -1 | 1 | -2.6 | -6 | -2.2 | 1 | -6 |
| COc1ccc(NC(=O)/C(=C/c2ccc(OC(C)=O)c(OC)c2)NC(C)=O)cc1 | 1 | 5 | -13 | -1 | 2.0 | 1 | 0.7 | -5 | -21 |
| CNNC(=O)C(C)NC(=O)c1ccc(Br)cc1 (stereo not drawn) | 0.88 | 1 | -5 | 6 | -1.0 | 11 | -0.2 | 1 | 1 |
| Cc1ccc(-n2nnc(-c3nccs3)n2)cc1 | -1.4 | 4 | 0 | -1 | -3.3 | 5 | -0.3 | -3 | 0 |
| O=C(CSc1nnc2ccc(-c3ccc(F)cc3)nn12)N1CCCC1 | -0.73 | 18 | 2 | -5 | -2.1 | 3 | -0.9 | 6 | -12 |
| Cc1cnc(C(=O)Nc2nnc(C)s2)cn1 | 0.54 | 1 | -3 | -3 | -0.2 | 2 | 1.1 | -4 | -12 |
| O=C(COC(=O)C1CCN(S(=O)(=O)c2cccs2)CC1)Nc1ccc(F)cc1F | -0.26 | 11 | 1 | 2 | 0.1 | 6 | -0.3 | 9 | 4 |
| Cc1ccc(NC(=O)C(C)N2C(=O)C3CC=C(Cl)CC3C2=O)cc1 (stereo not drawn) | -0.28 | -5 | 0 | 7 | -0.8 | 19 | 0.3 | 8 | 3 |
| Cc1ccc(-c2nc(N)c3c(-c4ccc(C)cc4)nn(C(C)(C)C)c3n2)cc1 | -1.5 | 0 | 0 | 4 | 1.2 | 11 | -0.1 | 1 | 6 |
| COC(=O)c1ccc(NC(=O)c2cc(Cl)ccc2OC)cc1 | 0.57 | 6 | 2 | 7 | 1.2 | 10 | 0.6 | 7 | 1 |
| Cc1ccc(Nc2cc(C)nc3ncnn23)c(Cl)c1 | -0.33 | 16 | -1 | 6 | -7.1 | 10 | -0.6 | 6 | -7 |
| O=S(=O)(NCC(O)c1ccccc1)c1ccc(-c2ccccn2)s1 (stereo not drawn) | -0.67 | 14 | -1 | -8 | -1.0 | 4 | 0.0 | -17 | -9 |
| COc1ccc(-c2nc(CCNC(=O)c3ccco3)cs2)cc1OC | -1.1 | 19 | 4 | 2 | -3.9 | 14 | 6.7 | 0 | -3 |
| CCOC(=O)c1c(C)n2c3c(cc(C)cc13)CCC2 | -0.2 | 26 | -11 | -8 | -0.1 | 5 | 11 | -13 | -3 |
| CCN(CC)CCn1c(NCc2nc3ccccc3n2Cc2ccccc2)nc2ccccc21 | 0.13 | -2 | -2 | 1 | 2.3 | 6 | -0.7 | -11 | 4 |
| Oc1ccc(F)c2cccnc12 | -0.33 | 1 | -6 | -1 | -0.8 | 11 | -0.4 | x | x |
| O=C(O)CC1(CC(=O)Nc2ccc3c(c2)OCCCO3)CCCCC1 | -0.013 | 15 | -4 | -2 | 0.3 | 4 | -0.1 | 7 | -4 |
| COC(=O)c1ccc(COc2ccc(/C=N/NC(=O)C(=O)Nc3ccc(OC)cc3)cc2OC)o1 | -0.14 | 31 | -8 | -2 | -0.1 | 9 | -0.3 | 1 | 0 |

Arranged by formula weight (high to low): some entries from above.
| compound | KCC2 mod | Hck-Nef inh | Thrombin inh | FXIa inh 1536 | TNF death inh | FXIIa inh | L929 necroptosis | Rad51 HR inh | KLK5 inh |
| --- | --- | --- | --- | --- | --- | --- | --- | --- | --- |
| Cc1ccc(-c2nc(N)c3c(-c4ccc(C)cc4)nn(C(C)(C)C)c3n2)cc1 | -1.5 | 0 | 0 | 4 | 1.2 | 11 | -0.1 | 1 | 6 |
| COC(=O)c1ccc(NC(=O)c2cc(Cl)ccc2OC)cc1 | 0.57 | 6 | 2 | 7 | 1.2 | 10 | 0.6 | 7 | 1 |
| Cc1ccc(Nc2cc(C)nc3ncnn23)c(Cl)c1 | -0.33 | 16 | -1 | 6 | -7.1 | 10 | -0.6 | 6 | -7 |

The listing continues:
| compound | KCC2 mod | Hck-Nef inh | Thrombin inh | FXIa inh 1536 | TNF death inh | FXIIa inh | L929 necroptosis | Rad51 HR inh | KLK5 inh |
| --- | --- | --- | --- | --- | --- | --- | --- | --- | --- |
| COC(=O)c1cccc(COC(=O)CNC(=O)c2ccco2)c1 | x | -1 | -3 | -2 | 0.4 | 10 | 0.9 | -7 | 1 |
| O=c1c2[nH]c3ccccc3c2ncn1CCC1=CCCCC1 | -0.43 | 1 | 0 | 0 | 2.4 | 1 | 0.2 | -9 | -1 |
| O=[N+]([O-])c1cccc(/C=N\N2CCN(c3ccc(Cl)cc3)CC2)c1 | 0.28 | 1 | 7 | 20 | -0.7 | 28 | 0.2 | -1 | -2 |
| O=S(=O)(Nc1ccc2c(c1)OCO2)c1cccs1 | 0.087 | -1 | -1 | -8 | 5.2 | 5 | 0.3 | -1 | 1 |
| O=C(/C=C/c1ccco1)Nc1ccc2nn(-c3ccccc3)nc2c1 | 0.86 | 6 | -1 | 9 | -0.7 | 4 | 1.5 | 4 | 2 |
| CC(C)Oc1ccccc1C1CC(=O)Nc2cc3c(cc21)OCCO3 (stereo not drawn) | 5.4 | 0 | 0 | 5 | -9.9 | 18 | 0.2 | -2 | 1 |
| COCCN(CC(=O)NC1CCCCC1)C(=O)CCCC(=O)Nc1ccccn1 | x | 17 | 3 | -2 | -0.7 | 2 | 2.9 | -39 | -3 |
| O=C(CSc1ccc([N+](=O)[O-])cn1)Nc1ccc(N2CCOCC2)c(Cl)c1 | -1.8 | 20 | -7 | -3 | -0.2 | 5 | 80* | 4 | -2 |
| CCc1ccc(-c2cc(C(=O)Nn3cnnc3)c3ccccc3n2)cc1 | 0.39 | -1 | -3 | 2 | -7.2 | 5 | -2.8 | x | -11 |
| CCN(Cc1cc2cc(C)ccc2[nH]c1=O)C(=O)c1cccc([N+](=O)[O-])c1 | 0.044 | 13 | -6 | 2 | -0.1 | 8 | 0.9 | x | 1 |
| O=S1(=O)CCN2C(=N1)Sc1c2ccc2c1CCCC2 | 7.7* | -2 | 6 | 5 | -1.4 | 17 | -0.4 | -2 | 1 |
| COc1cc(NC(=O)c2cc3sccc3n2C)cc(OC)c1 | -1.6 | 1 | 0 | -11 | -7.6 | 5 | 1.4 | x | -2 |
| C#Cc1ccc([C@@H]2C=C(C(=O)NCc3nc4ccccc4[nH]3)O[C@H](OCC)[C@H]2CCCO)cc1 | -0.79 | 24 | -4 | -1 | -1.1 | 5 | -0.6 | 0 | 0 |
| CCc1ccc(/C=N/NC(=O)c2cc(C)on2)s1 | 0.015 | 3 | -1 | 9 | 4.4 | 5 | 0.9 | 10 | -2 |
| Cc1ccc(NC(=S)N2CCC(c3nc4ccccc4s3)CC2)cc1C | x | 0 | 0 | -4 | -8.0 | 1 | -0.2 | -6 | -11 |
| Cc1ccc(C)c(-n2c3nc(=O)[nH]c(=O)c-3cc3cc([N+](=O)[O-])ccc32)c1 | -0.39 | 4 | 4 | 10 | -8.7 | 15 | -1.6 | x | -3 |
| C=CCNC(=O)/C(=C\c1cccc([N+](=O)[O-])c1)NC(=O)c1ccccc1 | 0.28 | 3 | -10 | -3 | 0.8 | 7 | 0.1 | -3 | 5 |
| Cc1ccc(NC(=O)Cn2ccc([N+](=O)[O-])n2)cc1C | 0.96 | -2 | -4 | -8 | 1.4 | -7 | 2.1 | 7 | -26 |
| CS/C(=C\[N+](=O)[O-])Nc1ccc(C)cc1 | -1.4 | 21 | -1 | 4 | 0.5 | 13 | 4.6 | 6 | 9 |
| Cc1nc2ccc(Br)cn2c1NC(C)(C)C | 0.96 | 0 | -10 | -8 | -0.9 | -2 | -0.2 | -2 | 0 |
| Cn1c(N)c(C(=O)c2cc(-c3ccccn3)nc3ccccc23)c(=O)[nH]c1=O | x | 0 | 5 | 19 | 0.1 | 31 | -0.5 | -2 | -25 |
| O=C(O)c1ccc(Cl)c(NC(=O)C2CCCN2S(=O)(=O)c2cccc3nsnc23)c1 (stereo not drawn) | x | 0 | 4 | 2 | 0.7 | 17 | 0.0 | -4 | -4 |
| CSc1nc2ccccc2cc1/C=C(\C#N)c1ccccc1 | 0.032 | 1 | -3 | 0 | -13 | 10 | 0.2 | -6 | -22 |
| c1ccc2cc3[nH]c(CN4CCCCC4)nc3cc2c1 | -1.8 | 0 | -6 | -8 | 3.8 | -1 | 1.2 | 3 | 5 |
| Cc1cc(C)cc(C(=O)NN2CCOCC2)c1 | 1 | 3 | -6 | 7 | 1.4 | 6 | 1.3 | 4 | -10 |
| COc1ccc2nc(NC(=O)CSc3nnc(-c4ccoc4C)n3C)sc2c1 | -3.8* | 1 | -7 | -15 | 0.2 | -9 | 0.2 | 7 | 3 |

Record cards (already shown):
O=C(/C=C/c1ccco1)Nc1ccc2nn(-c3ccccc3)nc2c1 in the list: KCC2 mod = 0.86; Hck-Nef inh = 6; Thrombin inh = -1; FXIa inh 1536 = 9; TNF death inh = -0.7; FXIIa inh = 4; L929 necroptosis = 1.5; Rad51 HR inh = 4; KLK5 inh = 2
O=S(=O)(Nc1ccc2c(c1)OCO2)c1cccs1 in the list: KCC2 mod = 0.087; Hck-Nef inh = -1; Thrombin inh = -1; FXIa inh 1536 = -8; TNF death inh = 5.2; FXIIa inh = 5; L929 necroptosis = 0.3; Rad51 HR inh = -1; KLK5 inh = 1
